LDHA block = qHTS assay for inhibitors of human lactate dehydrogenase | L-lactate dehydrogenase A chain (Homo sapiens), P00338 | purified LDHA, NADH/diaphorase-resazurin fluorescence; active compounds read low | activity change, % (values are at about 110 or 230 µM) | 480,000 compounds, 0.15% hits | AID 1347041, 2019; in the data active = activity change below about -30%; inconclusive = mostly about -25% to -30%;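 note: plate controls were DMSO wells for no effect and wells without enzyme for full effect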
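LDH5 2 nM; NADH 0.06 mM, pyruvate 0.2 mM; 200 mM Tris pH 7.4, EDTA, Tween-20; 5 min RT. Detection: diaphorase 0.133 mg/mL + resazurin 37 µM, fluorescence ex540/em590 at 0 and 20 min; normalized to enzyme-free and DMSO wells.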
POLH inh = qHTS for Inhibitors of Polymerase Eta. DNA polymerase eta (Homo sapiens), Q9Y253. recombinant Pol eta, fluorescent DNA replication assay. Potency, µM (highest dose often 114 µM), for the others: at the highest dose activity change, negative = inhibition, hits mostly inhibitors. 390,000 compounds, 1.2% hits. AID 588591, 2011; note: potency is the fitted concentration of half-maximal effect
Target sequence (Q9Y253 whole entry, looked up): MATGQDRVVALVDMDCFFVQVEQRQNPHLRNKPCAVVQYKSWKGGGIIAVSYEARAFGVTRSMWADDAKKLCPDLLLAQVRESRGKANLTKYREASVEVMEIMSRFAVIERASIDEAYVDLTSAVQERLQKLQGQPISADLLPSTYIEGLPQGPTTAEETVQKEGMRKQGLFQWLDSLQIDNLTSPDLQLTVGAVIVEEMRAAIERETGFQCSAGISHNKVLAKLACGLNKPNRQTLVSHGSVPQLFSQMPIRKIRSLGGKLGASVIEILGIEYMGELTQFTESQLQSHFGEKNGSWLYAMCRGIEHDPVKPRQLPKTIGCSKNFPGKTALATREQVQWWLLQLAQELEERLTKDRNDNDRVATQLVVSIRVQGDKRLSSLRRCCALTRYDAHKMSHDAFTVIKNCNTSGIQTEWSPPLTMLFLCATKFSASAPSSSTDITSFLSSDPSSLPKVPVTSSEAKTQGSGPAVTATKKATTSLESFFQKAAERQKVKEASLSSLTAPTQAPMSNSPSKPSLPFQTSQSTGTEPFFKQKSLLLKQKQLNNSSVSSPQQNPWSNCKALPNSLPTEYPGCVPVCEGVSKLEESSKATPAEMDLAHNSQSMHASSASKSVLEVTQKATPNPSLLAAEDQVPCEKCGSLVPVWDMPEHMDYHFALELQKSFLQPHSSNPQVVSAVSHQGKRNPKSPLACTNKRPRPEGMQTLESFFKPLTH
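Pol eta (10 nM) was preincubated with compounds for 15 min at room temperature, after which fluorescent replication substrate (50 nM final) was added to start the reaction. Fluorescence was read kinetically at 0 and 10 min.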
ALOX12 inh = Primary qHTS assay for inhibitors of human arachidonate 12S-lipoxygenase (ALOX12): Round 2 | Polyunsaturated fatty acid lipoxygenase ALOX12 (Homo sapiens), P18054 | 580,000 compounds, 1.1% hits | AID 1671190, 2021 | purified 12hLO, xylenol orange hydroperoxide absorbance | Potency, µM (highest dose often 108 µM), for inactives: at the highest dose activity change, negative = inhibition, actives largely listed as inhibitors; note: potency is the fitted concentration of half-maximal effect
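Purified human 12hLO at 150 nM in 25 mM Hepes, 0.01% Triton X-100, pH 7.0, preincubated 15 min at room temperature with compound. Reaction started with 40 uM arachidonic acid, 30 min at room temperature. Hydroperoxide measured by Fe-xylenol orange, 573/405 nm absorbance ratio.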
Numbers without * were called inactive; u = inconclusive; & = joins results of further samples. Unless noted, calls come from the whole dose curve; as a rule, active = well fitted inhibition curve with a large enough effect; inconclusive = small, poorly fitted or top-dose-only effect, or another doubt; inactive = no such curve, though single readings can be large or run the other way. Unless noted, % is set by controls: 0 for no effect and ±100 for the full control effect.

Preview, 5 compounds:
SMILES	LDHA block	POLH inh	ALOX12 inh
C[C@H](CO)N1C[C@H](C)[C@H](CN(C)C(=O)Nc2ccc(C(C)(C)C)cc2)OCc2cnnn2CCCC1=O	-12	2%	11%
O=C1C(=Cc2cccc(O)c2O)SC(=S)N1CCCN1CCOCC1	7	20µM*	6.3µM*
COc1ccccc1NC(=O)N(C)C[C@@H]1OCc2cnnn2CCCC(=O)N([C@H](C)CO)C[C@@H]1C	0	-5%	2%
CCOc1ccc(NC(=O)c2ccc(F)c(S(=O)(=O)N3CCCC3)c2)cc1	-8	-14%	6%
O=c1c2ccccc2sn1-c1ccccc1F	-52*	-4%	u

The whole of this part, previewed entries included:
SMILES	LDHA block	POLH inh	ALOX12 inh
C[C@H](CO)N1C[C@H](C)[C@H](CN(C)C(=O)Nc2ccc(C(C)(C)C)cc2)OCc2cnnn2CCCC1=O	-12	2%	11%
O=C1C(=Cc2cccc(O)c2O)SC(=S)N1CCCN1CCOCC1	7	20µM*	6.3µM*
COc1ccccc1NC(=O)N(C)C[C@@H]1OCc2cnnn2CCCC(=O)N([C@H](C)CO)C[C@@H]1C	0	-5%	2%
CCOc1ccc(NC(=O)c2ccc(F)c(S(=O)(=O)N3CCCC3)c2)cc1	-8	-14%	6%
O=c1c2ccccc2sn1-c1ccccc1F	-52*	-4%	u
Cc1noc(NS(=O)(=O)c2ccc(NC(=O)/C=C/c3ccc(Cl)cc3Cl)cc2)c1C	-11	-16%	-23%
COc1cc(Cl)c(C)cc1NC(=O)c1ccccc1NC(=O)CN1CCN(C(C)=O)CC1	-1	-21%	-6%
CN(Cc1c(C(=O)N/N=C/c2c(F)cccc2Cl)nnn1-c1nonc1N)C1CCCCC1	-9	-2%	11%
C[C@H]1CN(CCc2ccccc2)C(=O)[C@@H]1CC(=O)Nc1ccc(Br)cc1	-1	-14%	-3%
COc1ccc(CN(C)C[C@@H]2OCCCC[C@@H](C)Oc3ccc(N(C)C)cc3C(=O)N([C@H](C)CO)C[C@@H]2C)cc1	1	-12%	-5%
CCOC(=O)C1=C(COC(=O)/C=C/c2ccc(F)cc2)NC(=O)NC1C (stereo unspecified)	-8	4%	-6%
COc1ccc(NS(=O)(=O)c2ccc(C)c(C(=O)NCc3ccccc3CN3CCCC3)c2)cc1	4	-3%	2%
Nc1ccn(CCCNCC(c2ccccc2)c2ccccc2)c(=O)n1	-3	-9%	-3%
Cn1nc(N)c2ncc(C(Cl)(Cl)Cl)nc21	0	0%	-19%
CN1C(=O)[C@H]2[C@@H](c3ccccc3)N[C@]3(CCCN(Cc4ccco4)C3=O)[C@H]2C1=O	-4	-9%	u
Nc1ncnc2nc(-c3ccccc3)[nH]c12	-1	5%	-3%
CCN1C(=O)C(CC(=O)NCCc2ccccc2)N(NC(=O)c2ccc(Br)cc2)C1=S (stereo unspecified)	-6	-23%	-3%
COCOCCn1cc(CN2CCS(=O)(=O)N(Cc3ccc(-c4ccc(F)nc4)cc3)C(CC(C)C)C2=O)nn1 (stereo unspecified)	2	u	-62%
C#CCN(C(=O)C1CCC(=O)N(CCc2cccc(F)c2)C1)C1CCCCC1 (stereo unspecified)	-10	1%	-2%
Cc1ccc(-c2noc(CCC(=O)Nc3cccc(C(=O)NC4CC4)c3)n2)cc1	0	-7%	6%
C[C@@H]1CN([C@@H](C)CO)C(=O)c2cc(Br)cnc2O[C@H]1CN(C)Cc1ccccc1C(=O)O	4	-18%	4%
COc1cccc(Nc2nc3cc(C)ccc3cc2C)c1	4	-8%	-9%
C=CCC1(CC=C)CCCN1C(=O)c1ccc2oc(CCCC)nc2c1	0	-13%	-3%
O=C1NC(Cc2ccccc2)c2nc3ccccc3c(=O)n2-c2cc3ccccc3cc21 (stereo unspecified)	4	-6%	u
COc1ccc(Cn2c(=O)oc3ccccc32)cc1OC	-6	2%	13%
C[C@@H]1CN([C@@H](C)CO)C(=O)c2cc(Br)cnc2O[C@H]1CN(C)C(=O)Nc1ccc2c(c1)OCO2	5	-24%	-29%
CCCc1c(C(=O)N/N=C/c2c[nH]c3ccccc23)nnn1-c1nonc1N	-8	-16%	6%
Cc1cc(-c2ccc(S(=O)(=O)NCc3ccc(Cl)cc3)cc2)on1	-11	-10%	u
CCCCCC(=O)N1C[C@@H](O)[C@H](n2cc(-c3ccc(F)cc3)nn2)C[C@@H]1c1ccc(Cl)cc1	-7	-24%	10µM*
CCn1cc(/C=C(\NC(=O)c2cc(OC)c(OC)c(OC)c2)C(=O)N2CCOCC2)c2ccccc21	4&-4	-7%	u

3 compounds already listed, arranged by their value in POLH inh, low to high:
Structure | POLH inh | ALOX12 inh
CCCc1c(C(=O)N/N=C/c2c[nH]c3ccccc23)nnn1-c1nonc1N | -16% | 6%
C=CCC1(CC=C)CCCN1C(=O)c1ccc2oc(CCCC)nc2c1 | -13% | -3%
COc1ccc(Cn2c(=O)oc3ccccc32)cc1OC | 2% | 13%

(list continues)
SMILES	LDHA block	POLH inh	ALOX12 inh
Cc1ccc(OC(=O)N(C)C[C@H]2OCc3cn(nn3)CCCC(=O)N([C@H](C)CO)C[C@@H]2C)cc1	-2	3%	4%
COc1ccc([C@H]2N[C@]3(CCCN(Cc4ccc(F)cc4)C3=O)[C@H]3C(=O)N(Cc4ccccc4)C(=O)[C@@H]23)cc1	0	-19%	35µM*
CCC(C)[C@H](N)C(=O)N[C@H]1CCC2C3CC=C4C[C@@H](O)CC[C@]4(C)C3CC[C@@]21C (stereo partly specified)	-3	-11%	-18%
COc1ccc(S(=O)(=O)Nc2ccc3c(c2)C(=O)N([C@H](C)CO)C[C@H](C)[C@@H](CN(C)C(=O)Nc2c(C)noc2C)OCCCC[C@H](C)O3)cc1	-1	-15%	u
COc1ccc(/C(N)=N/OC(=O)c2ccc3ccccc3c2)cc1OC	-6	-4%	12%
C[C@H](CO)N1C[C@H](C)[C@@H](CN(C)C(=O)CN2CCOCC2)Oc2ncc(-c3cncnc3)cc2C1=O	-15	-15%	-17%
CC(C)OC(=O)N(C)C[C@@H]1OCc2cnnn2CCCC(=O)N([C@H](C)CO)C[C@H]1C	-3	-1%	11%
O=C1NC(Cc2ccc(O)cc2)c2nc3ccccc3c(=O)n2-c2ncccc21 (stereo unspecified)	-2	-7%	14%
C[C@@H]1CN([C@H](C)CO)S(=O)(=O)c2ccc(C#CC3CCCCC3)cc2O[C@H]1CN(C)C(=O)Cc1ccncc1	10	-6%	-58%
CCCNC(=O)N(C)C[C@@H]1Oc2ncc(Br)cc2C(=O)N([C@H](C)CO)C[C@@H]1C	-3	-5%	7%
Cc1cccc(C)c1NC(=O)C(C)NCc1cccs1 (stereo unspecified)	-9	-17%	u
COCOCCn1cc(CN2CCS(=O)(=O)N(Cc3ccc(-c4cccc(CO)c4)cc3)C(C)C2=O)nn1 (stereo unspecified)	-1	-4%	u
COc1ccc(Br)c(C(=O)OCC(=O)NC2CCCCCCC2)c1	0	-10%	0%
CCCCN1C(=O)CC2CCOC21C (stereo unspecified)	0	-7%	3%
CCN(CC(=O)Nc1ccc(NC(C)=O)cc1)C(=O)C1CC1	-7	-2%	-10%
C[C@H]1CN([C@@H](C)CO)S(=O)(=O)c2ccc(Br)cc2O[C@@H]1CN(C)Cc1ccccc1	4	-26%	-26%
COc1ccc(NC(=O)N(C)C[C@H]2Oc3ncc(Br)cc3C(=O)N([C@H](C)CO)C[C@@H]2C)cc1	-1	-18%	-30%
COc1ccc(C(=O)OCC(=O)N2CCN(C(=O)c3ccco3)CC2)c(OC)c1OC	-2	1%	4%
CCCNC(=O)N(C)C[C@H]1Oc2cc(Br)ccc2S(=O)(=O)N([C@@H](C)CO)C[C@@H]1C	-7	2%	-7%
O=C(/C=C/c1ccc2c(c1)OCO2)NCCS(=O)(=O)N1CCN(c2ccccc2)CC1	-5	1%	10%
COc1ccc(-c2noc(CCC(=O)NC3CCCCCC3)n2)cc1OC	-8	-6%	u
Cc1ccccc1CNC(=O)C(C)Sc1ccccc1 (stereo unspecified)	0	-6%	21%
N#CC(=C1C=C(Br)C(=NO)C=C1Cl)c1cccc2ccccc12	1	-7%	u
CN(C)C1CCCCC=CC(=O)NC1 (stereo unspecified)	-12	2%	13%
COc1ccc(CN2CCC[C@]3(N[C@H](c4ccc(C(F)(F)F)cc4)[C@@H]4C(=O)N(Cc5ccccc5)C(=O)[C@@H]43)C2=O)cc1	1	-17%	u
Cc1cccc(OC(=O)Nc2ccc(C(=O)O)c(O)c2)c1	0	-9%	-1%
CC1C(=O)N(Cc2cn(CC3CCCCC3)nn2)CCS(=O)(=O)N1Cc1ccc(-c2ccc(F)nc2)cc1 (stereo unspecified)	-4	-2%	14%
O=C(Oc1ccc[nH]c1=O)c1ccc(F)cc1	10	-21%	7%
COc1ccc(-c2cnc(C(N)=O)c(=O)[nH]2)cc1	1	-4%	6.3µM*
Cc1ccc(S(=O)(=O)N2CCCCC2)cc1NC(=O)c1ccc(=O)[nH]c1	1	u	-9%
Cc1ccc([C@H]2C[C@H](O)[C@@H](n3cc(COC(=O)c4ccccc4)nn3)CN2C(=O)C2CCCCC2)cc1	-1	-19%	-15%
C[C@H](CO)N1C[C@H](C)[C@H](CN(C)C(=O)Cc2ccncc2)Oc2ncc(Br)cc2C1=O	6	1%	0%
C[C@@H]1CN([C@@H](C)CO)C(=O)CCCn2nncc2CO[C@H]1CN(C)Cc1ccccc1	-1	-12%	1%
C[C@@H]1CN([C@@H](C)CO)S(=O)(=O)c2ccc(Br)cc2O[C@H]1CN(C)C(=O)C1CCOCC1	-15	-15%	6%
CCOc1ccccc1N(CC(=O)N1CCN(Cc2ccccc2)CC1)S(=O)(=O)c1ccccc1	-3	-8%	5%
CC1CCCCC1NC(=O)CSc1nnc(-c2ccco2)n1N (stereo unspecified)	1	-5%	-5%
COc1ccccc1NC(=O)N(C)C[C@H]1Oc2cc(Br)ccc2S(=O)(=O)N([C@H](C)CO)C[C@H]1C	-11	-18%	-8%
COc1cc(NCCCn2cnc3c(OC)ncnc32)cc(OC)c1OC	18	-12%	15%
COc1c(Cl)c(=O)oc2ccc(Cl)cc12	-3	-7%	-23%
CCN(C(=O)CN1C(=O)NC2(CCC(C)CC2)C1=O)C1CCCCC1 (stereo unspecified)	-3	-10%	12%
COCCN(C(=O)COC(=O)C1CC(=O)N(c2ccc(C)cc2)C1)c1c(N)n(Cc2ccccc2)c(=O)[nH]c1=O (stereo unspecified)	-9	2%	-13%
Cc1ccc(S(=O)(=O)N2C[C@]3(O)C[C@@H]4C(=O)N(c5ccccc5)C(=O)[C@@H]4C[C@]3(OC(=O)NC3CCCC3)C2)cc1	2	-6%	-1%
CCOC(COC(=O)c1ccccc1C(=O)O)c1ccccc1 (stereo unspecified)	-4	1%	-5%
Cc1cc(C)c(C(=O)COC(=O)c2cccc(S(=O)(=O)N3CCOCC3)c2)cc1C	-1	-14%	9%
CCCn1c(CC)nc([N+](=O)[O-])c1Sc1ncn[nH]1	-12	-8%	-23%
C[C@@H]1CN([C@H](C)CO)C(=O)CCCn2nncc2CO[C@H]1CN(C)C(=O)CCC(F)(F)F	-2	-22%	-9%
O=S1(=O)CCN(CCCCc2ccccc2)CC1	-4	-13%	13%
CC(C)COC(=O)N(C)C[C@@H]1OCc2cnnn2CCCC(=O)N([C@@H](C)CO)C[C@@H]1C	-1	-8%	-5%
O=C1CSC(=S)N1N=Cc1ccc(OCc2ccccc2)cc1	10	-2%	3%
CCN(c1ccccc1)S(=O)(=O)c1ccc(C(=O)N2CCN(c3ccccc3F)CC2)cc1	-6	-21%	-1%
(continued)
SMILES	LDHA block	POLH inh	ALOX12 inh
O[C@@H]1CN(Cc2cccs2)[C@@H](c2ccccc2)C[C@H]1n1cc(-c2ccc(F)cc2)nn1	-16	-12%	-4%
CC(=O)c1ccc(N2CCN(C(=O)COc3ccc4ccccc4c3)CC2)cc1	-4	-15%	0%
COc1ccccc1C(=O)NCCCNc1nc2cc(C)cc(C)c2cc1C#N	-1	-10%	-8%
O=C(Nc1ccn(CCCN2CCN(Cc3cccc4ccccc34)CC2)c(=O)n1)OCc1ccccc1	0	-17%	u
CC(C)c1ccc(C(=O)OCC(=O)Nc2cccc(S(=O)(=O)NC3=NCCC3)c2)cc1	1	-12%	16%
Cc1ccc(S(=O)(=O)c2nc(/C=C/c3ccccc3)oc2N2CCC(C(N)=O)CC2)cc1	-15	-11%	u
COc1ccccc1CCNC(=O)C1CC(=O)N(c2ccccc2F)C1 (stereo unspecified)	-1	-6%	-25%
CCc1cccc(C)c1NC(=O)COC(=O)CCn1c(C)csc1=O	-10	-10%	-20%

High-throughput results deposited in PubChem BioAssay by National Center for Advancing Translational Sciences (NCATS).

These rows are one share of the data, so the mix of outcomes need not match the whole.
